KB-3-1 cytotox – KB-3-1 parental cell cytotoxicity. AID 1347075. 400,000 compounds, 1.4% hits. KB-3-1 viability, CellTiter-Glo ATP luminescence, 72 h. Potency, µM (highest dose often 46.1 µM), for inactives: at the top dose activity change, negative = cytotoxic, usual class: cytotoxic; note: % is set by controls: 0 for no effect and ±100 for the full control effect; nearly all actives have a fitted effect of over 60% in size
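Using CellTiter-Glo luminescence, growth of non-resistant KB-3-1 adenocarcinoma cells is assessed 72 h after pin-tool compound addition at 37 °C. Normalized responses across the concentration series yield fitted curves.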
TDP-43 yeast inh – rescues yeast growth from TDP-43 toxicity; 410,000 compounds, 1.8% hits; Potency, µM (top dose mostly 46.1 µM), for inactives: top-dose growth rescue (activation), hits mostly activators; AID 652104; TDP-43 expressing yeast growth rescue, BacTiter-Glo, 24 h; note: % of control where 0% means no effect; nearly all actives have a fitted effect of over 50% in size
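Yeast cells expressing TDP-43 under galactose induction are exposed to compounds for 24 hr at 30 deg C. BacTiter-Glo luminescence measures growth, so protective compounds score as activators.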
GLP-1R inv ag – acts as inverse agonist at human GLP-1 receptor; HEK293 GLP-1R CRE-luciferase, luminescence, 24 h; GLP-1R form is constitutively active; Potency, µM (doses to about 38.3 µM), without a hit: at the top dose activity change, negative = inhibition, actives largely listed as inhibitors; 410,000 compounds, 1.6% hits; note: % is set by controls: 0 for no effect and ±100 for the full control effect; nearly all actives have a fitted effect of over 55% in size
Target sequence (P43220 whole entry, looked up): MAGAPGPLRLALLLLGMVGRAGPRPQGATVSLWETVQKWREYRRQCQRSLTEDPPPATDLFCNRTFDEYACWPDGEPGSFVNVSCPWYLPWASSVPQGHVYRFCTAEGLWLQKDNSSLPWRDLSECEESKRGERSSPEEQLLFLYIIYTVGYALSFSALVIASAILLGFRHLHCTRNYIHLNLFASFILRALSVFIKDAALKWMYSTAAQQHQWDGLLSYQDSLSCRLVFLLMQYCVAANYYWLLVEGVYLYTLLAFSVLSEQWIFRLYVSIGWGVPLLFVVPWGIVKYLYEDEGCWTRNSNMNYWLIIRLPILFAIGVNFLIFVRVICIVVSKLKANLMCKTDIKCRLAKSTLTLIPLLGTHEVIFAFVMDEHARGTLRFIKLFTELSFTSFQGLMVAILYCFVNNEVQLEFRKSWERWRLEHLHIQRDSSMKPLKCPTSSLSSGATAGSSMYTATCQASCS
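Cells are plated, allowed 12 hours at 37 deg C, then treated with compounds for 24 hr before luciferase detection reagent is added and luminescence is read after 12 min at room temperature. The HEK293 line carries constitutively active GLP-1R with a cAMP-responsive reporter.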
GLP-1R agonist – agonists of human GLP-1 receptor; P43220; HEK293 GLP-1R CRE-luciferase, luminescence, 4-6 h; cells express a hypersensitive GLP-1R form; Potency, µM (doses to about 45.6 µM), inactives show at the highest dose activation, usual class: activators; 380,000 compounds, 0.007% hits; AID 624172; note: % of control where 0% means no effect
HT1080-NT tox – kills 2HG-producing HT-1080-NT fibrosarcoma cells; HT-1080-NT fibrosarcoma viability, CellTiter-Glo ATP luminescence, 48 h; Potency, µM (series often up to 46.1 µM), inactives show top-dose activity, negative = less viability, most hits filed as cytotoxic; 360,000 compounds, 1.6% hits;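 note: NT is the 2HG producing partner of a matched IDH1 knockdown line; 0% = DMSO-treated cells and -100% = media-only wells without cells; nearly all actives have a fitted effect of over 55% in size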
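HT-1080-NT fibrosarcoma cells (2HG-overproducing), 750 cells/well in RPMI with 5% FBS, dosed after 2 h and incubated 48 h at 37C. CellTiter-Glo luminescence normalized to DMSO and no-cell wells; concentration-response curves fitted and classed.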
HT1080 IDH1KD tx – kills HT-1080 cells with IDH1 knockdown; HT-1080 IDH1 knockdown viability, ATP luminescence, 48 h; Potency, µM (titrated, usually from 46.1 µM), without a hit: at the top dose activity, negative = toxicity, usual class: cytotoxic; 360,000 compounds, 2% hits; AID 686971;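 note: 0% = DMSO wells and -100% = cell-free medium wells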
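Luminescent ATP read-out (CellTiter-Glo, 10 min at room temperature) after 48 h compound exposure at 37 °C gave viability of IDH1-knockdown HT-1080 cells. Activity was normalised to DMSO and cell-free wells, then fitted as concentration-response curves.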
SW480 rereplic – DNA re-replication induction in SW480 cells | SW480 DNA re-replication, Hoechst DNA content imaging, 48 h | Potency, µM (doses to about 46.1 µM), inactives show at the top dose re-replication activation, most hits filed as activators | 340,000 compounds, 1.8% hits | AID 624297; note: % of control where 0% means no effect; nearly all actives have a fitted effect of over 55% in size
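Hoechst fluorescence of nuclei (405 nm excitation, 500-530 nm emission) measured by plate-scanning imager after 48 hr compound exposure at 37 C; re-replication scored as increased number of nuclei with elevated intensity.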
KB-V1 cytotox – KB-V1 MDR subline cytotoxicity | KB-V1 MDR cells viability, CellTiter-Glo, 72 h | 400,000 compounds, 3.4% hits | Potency, µM (series often up to 46.1 µM), without a hit: at the highest dose activity change, negative = cytotoxicity, actives largely listed as cytotoxic | AID 1347076; note: % is set by controls: 0 for no effect and ±100 for the full control effect; nearly all actives have a fitted effect of over 60% in size
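Following 72 h at 37 degrees C with compound, KB-V1 cell viability was read by CellTiter-Glo luminescence, medium being phenol-red-free DMEM plus 10% FBS; concentration-response parameters came from normalized, curve-fitted qHTS data.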
HEK293 tox – cytotoxicity in counter-screen for GLP-1R inverse agonists; HEK293 cAMP-luciferase reporter cells, luminescence, 24 h; Potency, µM (doses to about 38.3 µM), for inactives: at the highest dose activity change, negative = inhibition, usual class: inhibitors; 410,000 compounds, 0.13% hits; AID 624418;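 note: loss of luciferase light is scored as toxicity; % is set by controls: 0 for no effect and ±100 for the full control effect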
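1536-well qHTS counterscreen of the MLSMR; 200 cells/uL, 12 h pre-incubation, 23 nL cpd, 24 h at 37 deg C 5% CO2, luciferase detection reagent, 12 min RT, luminescence. Inhibition = undesired.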
Starred values were filed as active, the others as inactive; ? = inconclusive; / = no result given; [ ] = another dose, or the depositor's remark. Calls come from the whole dose curve; as a rule, active = well fitted curve in the direction sought with a large enough effect; inconclusive = small, poorly fitted or top-dose-only effect, or another doubt; inactive = no such curve, though single readings can be large; an effect the other way counts as inactive or inconclusive. Potency is the fitted concentration of half-maximal effect.

1	COc1cccc(-c2nc(-c3ccc(NC(=O)c4cccs4)cc3)no2)c1
2	COc1ccc(-c2cc(C(=O)Nc3cccc(O)c3)on2)cc1OC
3	CCN(CC)S(=O)(=O)c1ccc(N2CC(C(=O)NCc3ccc4c(c3)OCO4)CC2=O)cc1 (stereo not given)
4	CCOc1ccccc1N(CC(=O)Nc1ccccc1C(=O)O)S(C)(=O)=O
5	CC(C)n1c(O)c(N=Nc2ccc(Cl)c(C(=O)O)c2)c2ccccc21
6	Cc1cccc(NC(=O)C2(c3ccc([N+](=O)[O-])cc3)CCCC2)c1
7	O=C(COC(=O)c1ccccc1Cl)NCCC1=CCCCC1
8	CCc1noc(C)c1C(=O)N1CCN(S(=O)(=O)c2ccc(C(C)=O)cc2)CC1
assay / compound,1,2,3,4,5,6,7,8
KB-3-1 cytotox,-3%,-1%,-8%,6%,2%,5%,-2%,4%
TDP-43 yeast inh,16%,8%[9.22 µM],12%,-2%,?,11%,?,17%
GLP-1R inv ag,11%,42%[activator],-11%,0%,9%,-25%,-20%,-9%
GLP-1R agonist,-13%,/,1%,-4%,-6%,-9%,12%,-3%
HT1080-NT tox,-13%,/,-3%,6%,3%,-7%,6%,5%
HT1080 IDH1KD tx,-23%,/,-4%,7%,12%,2%,7%,1%
SW480 rereplic,-10%,/,2%,-9%,-11%,-4%,1%,0%
KB-V1 cytotox,-9%,5%,-3%,11%,6%,-17%,4%,10%
HEK293 tox,0%,-7%,0%,-15%,-20%,16%,-18%,-8%

Continued, starting with the last 2 of the part before.
7	O=C(COC(=O)c1ccccc1Cl)NCCC1=CCCCC1
8	CCc1noc(C)c1C(=O)N1CCN(S(=O)(=O)c2ccc(C(C)=O)cc2)CC1
9	Cc1ccc(C(=O)NCc2ccc3c(c2)OCO3)cc1S(=O)(=O)N1CCCCC1
10	Cn1c(=O)c2c(nc(CN3CCc4ccccc4C3)n2Cc2ccc(F)cc2)n(C)c1=O
11	CCCCNC(=O)CSc1nc2ccccc2c(=O)n1CC1COc2ccccc2O1 (stereo not given)
12	COC(=O)c1cnn2c(C)c(Cc3c(C)cc(C)cc3C)c(C)nc12
13	COc1cccc(-c2cnc(C(O)c3ccc(-c4ccccc4)cc3)[nH]2)c1 (stereo not given)
14	CCc1ccc(CCC(=O)Nc2ccc(C(C)=O)cc2)o1
15	Nc1nc2c([N+](=O)[O-])cccc2s1
16	CC(=O)OCCN1c2ccccc2Sc2cnccc21
assay / compound,7,8,9,10,11,12,13,14,15,16
KB-3-1 cytotox,-2%,4%,0%,-23%,5%,0%,?,3%,-2%,12µM*
TDP-43 yeast inh,?,17%,6%,4%,7%,-21%,14%,2%,-4%,22%
GLP-1R inv ag,-20%,-9%,?,?,-16%,11%,?,-6%,71%[activator],-24%
GLP-1R agonist,12%,-3%,1%,-33%[inhibitor],7%,/,-6%,0%,8%,2%
HT1080-NT tox,6%,5%,0%,-1%,1%,/,?,-7%,0%,-7%
HT1080 IDH1KD tx,7%,1%,-7%,-3%,-8%,/,?,-2%,0%,-11%
SW480 rereplic,1%,0%,-3%,?,2%,/,/,-9%,-8%,/
KB-V1 cytotox,4%,10%,-10%,9.2µM*,-20%,18%,?,0%,4%,15µM*
HEK293 tox,-18%,-8%,-10%,-13%,-6%,9%,-18%,-2%,-3%,4%

17	Cc1ccc2cc(CN(Cc3ccco3)S(=O)(=O)c3c(C)ccc4nsnc34)c(=O)[nH]c2c1
18	CCOC(=O)Cn1c(=O)oc2cc(S(=O)(=O)N3CCc4ccccc43)ccc21
19	CC1(C)Cc2c(C#N)c(N3CCN(C(=O)c4ccccc4Cl)CC3)nc(-c3ccco3)c2CS1
20	COC(=O)CSc1nnc(-c2cccs2)n1-c1ccc(Cl)cc1
21	Cc1ccc(C)c(N2CCN(CCCNC(=O)c3cnn(-c4ccccc4)c3C3CCN(C(=O)OC(C)(C)C)CC3)CC2)c1
22	Cc1cc(C)nc(SCc2nnc(SCC(=O)N3CCOCC3)o2)n1
23	C/C(=N\NC(=O)c1ccc(C)cc1C)c1ccc2c(c1)OCO2
24	CC(C(N)=O)N1C(=O)C2C3C=CC(C3)C2C1=O (stereo not given)
assay / compound,17,18,19,20,21,22,23,24
KB-3-1 cytotox,?,-2%,-16%,5%,?,5%,0%,8%
TDP-43 yeast inh,-21%,0%,22%,0%,-6%,7%,13%,18%
GLP-1R inv ag,0%,-22%,?,-19%,?,3%,0%,7%
GLP-1R agonist,0%,-1%,-3%,8%,/,9%,-2%,-13%
HT1080-NT tox,-20%,2%,2%,4%,/,-2%,0%,14%
HT1080 IDH1KD tx,-26%,-1%,0%,-1%,/,0%,-5%,17%
SW480 rereplic,17%,-7%,9.2µM*,-2%,/,4%,-5%,0%
KB-V1 cytotox,0%,17%,14%,-7%,?,8%,-6%,2%
HEK293 tox,?,-11%,22%,-7%,?,-2%,-17%,5%

25	COc1cc(CCN2C(=O)c3cccc4cccc(c34)C2=O)c(S(=O)(=O)NCCO)cc1OC
26	CN(Cc1ccccc1)C1CCN(Cc2ccccc2[N+](=O)[O-])CC1
27	CC(=O)OCC1=C(C(=O)O)N2C(=O)C(NC(=O)C(C)Cn3nc(C)c(Cl)c3C)C2SC1 (stereo not given)
28	CCN(CC)S(=O)(=O)c1ccc(-c2csc(=Nc3cccc(C(F)(F)F)c3)n2Cc2ccc3c(c2)OCO3)cc1
29	O=C(Cc1csc(-c2ccccc2)n1)NCC(=O)Nc1ccc(F)c(F)c1F
30	Cc1cc(C)cc(NC(=O)CSc2oc(-c3ccccc3)nc2S(=O)(=O)c2ccc(Cl)cc2)c1
31	CC(=O)Nc1cccc(NC(=O)C(F)(F)F)c1
32	COc1ccc(OCc2ccc(C(=O)N3CCOCC3)cc2)cc1
assay / compound,25,26,27,28,29,30,31,32
KB-3-1 cytotox,?,6%,0%,-14%,19%,?,-7%,-6%
TDP-43 yeast inh,3%,-12%,4%,-15%,-7%,10%,-8%[0.397 µM],-12%
GLP-1R inv ag,53%[activator],-15%,-3%,-17%,?,1%,10%,10%
GLP-1R agonist,7%,-7%,0%,/,12%,/,6%,-2%
HT1080-NT tox,17%,0%,-3%,/,-5%,/,0%,-4%
HT1080 IDH1KD tx,5%,2%,-2%,/,-5%,/,7%,-8%
SW480 rereplic,-2%,4%,-17%,/,-9%,/,-14%,2%
KB-V1 cytotox,-29%,11%,0%,-6%,-2%,-11%,3%,?
HEK293 tox,-3%,-12%,-18%,22%,-1%,19%,4%,0%

Arranged by value in GLP-1R inv ag (smallest number first): some entries from above.
| no. | Structure | GLP-1R inv ag | GLP-1R agonist | SW480 rereplic |
| --- | --- | --- | --- | --- |
| 28 | CCN(CC)S(=O)(=O)c1ccc(-c2csc(=Nc3cccc(C(F)(F)F)c3)n2Cc2ccc3c(c2)OCO3)cc1 | -17% | / | / |
| 26 | CN(Cc1ccccc1)C1CCN(Cc2ccccc2[N+](=O)[O-])CC1 | -15% | -7% | 4% |
| 27 | CC(=O)OCC1=C(C(=O)O)N2C(=O)C(NC(=O)C(C)Cn3nc(C)c(Cl)c3C)C2SC1 (stereo not given) | -3% | 0% | -17% |
| 30 | Cc1cc(C)cc(NC(=O)CSc2oc(-c3ccccc3)nc2S(=O)(=O)c2ccc(Cl)cc2)c1 | 1% | / | / |
| 32 | COc1ccc(OCc2ccc(C(=O)N3CCOCC3)cc2)cc1 | 10% | -2% | 2% |

(further entries)
33	COc1cc(C(C)=O)ccc1OCC(O)Cn1nc(C)c(C(C)=O)c1C (stereo not given)
34	O=C(NCc1cccc(F)c1)C1CCC(=O)N(CCc2cccc(F)c2)C1 (stereo not given)
35	Cc1cccc(N2CCN(C(=O)c3cnn(-c4ccc(F)cc4F)c3C3CCN(C(=O)OC(C)(C)C)CC3)CC2)c1C
36	Cc1ccc(CSCCC(=O)NCCC2=CCCCC2)cc1
37	CCOC(=O)C1=CN(Cc2ccco2)S(=O)(=O)N(CC)C1c1ccccc1 (stereo not given)
38	COc1ccc(NC(=O)CC2C(=O)N(c3ccc(C)cc3)C(=O)N2Cc2ccc(C)cc2)cc1 (stereo not given)
39	COc1ccc(OC)c(NC(=O)Cc2coc3ccc(C(C)C)cc23)c1
40	COc1ccc(C(=O)Nc2ccc(N3CCOCC3)cc2)cc1S(=O)(=O)NC1CCCC1
assay / compound,33,34,35,36,37,38,39,40
KB-3-1 cytotox,11%,-11%,?,4%,0%,6%,-1%,-8%
TDP-43 yeast inh,-7%,10%,-17%,-18%,19%,2%,10%,0%
GLP-1R inv ag,35%[activator],16%,12%,?,?,16%,?,-8%[0.307 µM]
GLP-1R agonist,-2%,3%,/,-2%,4%,/,/,7%
HT1080-NT tox,10%,3%,/,5%,-10%,/,/,-17%
HT1080 IDH1KD tx,2%,16%,/,10%,-17%,/,/,-20%
SW480 rereplic,1%,-3%,/,-3%,?,/,/,-4%
KB-V1 cytotox,-5%,-10%,0%,-4%,0%,3%,-7%,-17%
HEK293 tox,3%,-11%,-8%,-16%,-5%,1%,35%[activator],-2%[0.307 µM]

41	O=C(Nc1ccc(Cl)cc1)c1ccc(CN2CCc3ccccc3C2)cc1
42	CCOc1ccc(NC(=O)C2CCN(S(=O)(=O)c3cccs3)CC2)cc1
43	COc1ccc(-n2ncc3c(NCc4cccs4)ncnc32)cc1
44	Nc1ccc2[nH]c(=S)sc2c1
assay / compound,41,42,43,44
KB-3-1 cytotox,?,?,-14%,8%
TDP-43 yeast inh,2%,-6%,18%,-20%
GLP-1R inv ag,-14%,?,-14%,6%
GLP-1R agonist,9%,5%,10%,1%
HT1080-NT tox,?,-29%,0%,-11%
HT1080 IDH1KD tx,-10%,-1%,0%,2%
SW480 rereplic,?,-8%,20%,?
KB-V1 cytotox,-9%,?,-16%,8%
HEK293 tox,1%,-11%,-10%,-2%

Assay outcomes (PubChem)
